# Lmaj promast: Leishmania major promastigote growth inhibition, primary screen. Leishmania major promastigotes, resazurin fluorescence viability. inhibition, % at 10 µM. 200,000 compounds, 9% hits; in the data active = inhibition above about 50%;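 note: promastigotes grown with compound for 44 hours at 28 °C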
# HMGR II inh: inhibitors of E. faecalis class II HMGR, primary screen, biochemical, Enterococcus faecalis. HMG-CoA reductase (Enterococcus faecalis, mvaE). purified E. faecalis HMGR, NADPH absorbance 340 nm kinetic. inhibition, % at 10 µM. 190,000 compounds, 0.41% hits;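 active = inhibition above a set limit, the median over all tested compounds plus 3 SD, cut at about 9.5% in these data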;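 note: enzyme runs in reverse so mevalonate oxidation gives rising NADPH absorbance; 0% = complete reaction with DMSO and 100% = background rate lacking mevalonate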
# Redox H2O2 prof: compounds producing H2O2 with reducing agent – biochemical, NIH compound library profiling, artefact control for MLSCN library redox annotation, primary screen; DTT-dependent redox cycling H2O2, phenol red/HRP absorbance; 100% = 100 µM peroxide control, 0% = buffer; activation, % at 10 µM; 200,000 compounds, 0.03% hits; AID 878, 2007;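 active = activation of at least 50% relative to the plate's high and low controls in the primary single-dose screen; inactive = activation below 50%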;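 note: compound incubated with DTT at 0.8 mM final as the reducing agent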
# PPARg SRC2 recr: agonists of PPARg-SRC-2 recruitment, primary screen, biochemical, HTS; PPARgamma LBD-SRC-2 recruitment; activation, % at 8 µM; 200,000 compounds, 0.34% hits; in the data active = activation above about 22%;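 note: 0% = vehicle and 100% = reference agonist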
# Target sequence (P37231 whole entry, looked up, the tested form may be a part): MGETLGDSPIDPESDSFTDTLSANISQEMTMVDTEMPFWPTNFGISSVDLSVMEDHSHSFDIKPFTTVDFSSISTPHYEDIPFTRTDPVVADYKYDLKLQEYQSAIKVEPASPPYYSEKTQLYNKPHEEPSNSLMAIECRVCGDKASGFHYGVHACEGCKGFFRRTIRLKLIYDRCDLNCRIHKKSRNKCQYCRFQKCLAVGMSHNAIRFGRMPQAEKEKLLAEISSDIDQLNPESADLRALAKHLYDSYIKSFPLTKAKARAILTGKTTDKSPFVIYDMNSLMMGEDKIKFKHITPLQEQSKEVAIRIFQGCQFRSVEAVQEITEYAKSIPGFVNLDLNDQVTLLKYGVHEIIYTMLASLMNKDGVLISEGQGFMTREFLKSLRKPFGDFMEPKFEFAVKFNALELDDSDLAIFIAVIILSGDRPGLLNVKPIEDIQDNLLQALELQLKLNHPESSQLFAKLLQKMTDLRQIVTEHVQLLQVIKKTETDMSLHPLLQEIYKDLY
# PPARg SRC3 recr: PPARgamma agonists recruiting SRC-3 coactivator, primary screen, biochemical; AID 731, 2007; 200,000 compounds, 0.26% hits; activation, % at 8 µM; biochemical PPARgamma/SRC-3 coactivator recruitment assay; in the data active = activation above about 23%;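 note: 0% = DMSO and 100% = reference agonist; some compounds past the cut are filed as inactive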
# SRC2 TRFRET art: TR-FRET signal artefacts, primary screen, artefact control for PPARgamma SRC-2 agonist project, biochemical; 200,000 compounds, 0.4% hits; TR-FRET ratio at 8 µM; AID 1049, 2008; TR-FRET artefact counter-screen; stronger effect = higher value; in the data active = TR-FRET ratio above about 2000; note: inactives centre near 1500
# S1P3 antag: S1P3 receptor antagonists, primary screen, cell-based | Sphingosine 1-phosphate receptor 3 (Homo sapiens), Q99500 | CHO S1P3 NFAT-BLA reporter, FRET fluorescence, antagonist mode | inhibition, % at 4.98 µM | 170,000 compounds, 0.27% hits | AID 485, 2006;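 active = inhibition above the plate cutoff, the mean inhibition of test wells on that plate plus 3 SD, cut at about 28% in these data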;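 note: cells challenged with S1P at its EC80 of 0.8 µM; blue over green emission ratio from cleaved BLA substrate after 4 h stimulation; 0% = S1P-stimulated wells and 100% = unstimulated DMSO-only wells; some compounds past the cut are filed as inactive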
# PPARg SRC-1 ag: PPARgamma agonists recruiting SRC-1 coactivator, primary screen, biochemical; PPARgamma-SRC-1 coactivator recruitment biochemical assay; Peroxisome proliferator-activated receptor gamma (Homo sapiens), P37231; 200,000 compounds, 0.41% hits; activation, % at 8 µM; in the data active = activation above about 19%;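 note: 0% = DMSO and 100% = reference agonist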
# ROMK mod: ROMK potassium channel modulators, primary screen, cell-based, thallium flux, MLSMR library; ATP-sensitive inward rectifier potassium channel 1 (Homo sapiens), P48048; Tet-inducible ROMK, thallium flux fluorescence; actives lie on both sides; B-score at 10 µM; 130,000 compounds, 2% hits;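 active = signal ratio slope over the read window, or its plate-corrected B-score, at least 3 SD from the plate mean, either direction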;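 note: B-score of the F/F0 ratio slope over 7 to 12 s after thallium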
# Target sequence (P48048 whole entry, looked up): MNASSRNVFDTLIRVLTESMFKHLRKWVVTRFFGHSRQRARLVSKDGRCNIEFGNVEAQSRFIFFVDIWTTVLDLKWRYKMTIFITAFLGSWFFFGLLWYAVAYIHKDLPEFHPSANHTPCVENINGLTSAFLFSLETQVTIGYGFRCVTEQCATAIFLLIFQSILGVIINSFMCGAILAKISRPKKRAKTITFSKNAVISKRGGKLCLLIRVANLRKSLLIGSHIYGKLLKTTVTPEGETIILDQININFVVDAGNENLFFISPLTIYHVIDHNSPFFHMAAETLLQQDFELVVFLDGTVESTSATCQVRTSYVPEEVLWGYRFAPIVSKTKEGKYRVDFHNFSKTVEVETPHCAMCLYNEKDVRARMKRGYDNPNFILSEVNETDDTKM
# RAM network inh: inhibitors of the yeast RAM network, primary screen, dse1pr::URA3 reporter, 5-FOA selection; S. cerevisiae dse1pr::URA3 reporter, 5-FOA growth OD615, 2 d; analog-sensitive cbk1-as2 kinase mutant strain; inhibition, % at 50 µM; 190,000 compounds, 1.8% hits; AID 868, 2007;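 active = inhibition above a set limit, 3 SD over mean compound inhibition, cut at about 8.4% in these data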;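 note: 0% = DMSO-only wells with no growth and 100% = 10 µM 1-NA-PP1 full growth; inhibition rescues growth on 5-FOA so higher OD means more RAM inhibition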
# bIAP inhibitor: bovine intestinal alkaline phosphatase inhibitors, primary screen, selectivity assay for TNAP inhibitor project, biochemical, bovine IAP, CDP-star luminescence; alkaline phosphatase, intestinal [Bos taurus]; purified bovine IAP, 30 min; inhibition, % at 20 µM; 190,000 tested, under 10 active;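 active = over 50% inhibition of intestinal alkaline phosphatase at 20 µM in the single-dose screen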
#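 Assay system – bovine IAP enzyme · Quantity – bovine IAP at 1/65,000,000 final dilution · Detection – CDP-star luminescence signal · Times – 30 min reaction at room temperature · Also added – CDP-star substrate at 30 µM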
# Starred values were filed as active, the others as inactive; · = no result given.
# The first three records, ahead of the listing:
SMILES,Lmaj promast,HMGR II inh,Redox H2O2 prof,PPARg SRC2 recr,PPARg SRC3 recr,SRC2 TRFRET art,S1P3 antag,PPARg SRC-1 ag,ROMK mod,RAM network inh,bIAP inhibitor
COc1ccc2c(c1)c1nnc(SCC(=O)N3C(C)CCCC3C)nc1n2C (stereo not drawn),78*,-6,1.2,-6,9,1596,25,1,0.91,7.5,-7
CCc1ccc(C2C3=C(CCCC3=O)OC3=C2C(=O)CCC3)cc1,-7,1,-0.6,5,2,1503,6,-6,0.46,0.0,1
CCOC(=O)C1CCCN(Cc2nc(N)nc(Nc3ccc(C)cc3)n2)C1 (stereo not drawn),22,3,-3.3,8,2,1667,4,5,·,0.5,-1

# The listing, repeating the preview:
SMILES,Lmaj promast,HMGR II inh,Redox H2O2 prof,PPARg SRC2 recr,PPARg SRC3 recr,SRC2 TRFRET art,S1P3 antag,PPARg SRC-1 ag,ROMK mod,RAM network inh,bIAP inhibitor
COc1ccc2c(c1)c1nnc(SCC(=O)N3C(C)CCCC3C)nc1n2C (stereo not drawn),78*,-6,1.2,-6,9,1596,25,1,0.91,7.5,-7
CCc1ccc(C2C3=C(CCCC3=O)OC3=C2C(=O)CCC3)cc1,-7,1,-0.6,5,2,1503,6,-6,0.46,0.0,1
CCOC(=O)C1CCCN(Cc2nc(N)nc(Nc3ccc(C)cc3)n2)C1 (stereo not drawn),22,3,-3.3,8,2,1667,4,5,·,0.5,-1
CCSc1nc(N2CCOCC2)c2ccccc2n1,-5,-4,2.0,1,1,1455,18,4,-0.2,1.9,7
O=C(Nc1ccc(N2CCOCC2)cc1)c1ccc2nc(-c3ccco3)c(-c3ccco3)nc2c1,-5,2,4.0,2,-3,1348,30,2,·,6.7,14
CCc1cccc(OCCn2ccnc2)c1,40,0,0.0,-7,4,1739,-6,-3,0.21,3.3,-1
COC(=O)c1ccc(NC(=O)CN(C)Cc2cccc(F)c2)cc1,-1,11*,-0.4,-1,1,1707,2,6,-0.49,-0.1,12
Cc1ccc(Nc2ccc(C(N)=O)cc2[N+](=O)[O-])cc1,-4,0,-0.1,17,5,1599,-5,8,-1.3,2.3,·
O=C(CN1C(=O)c2ccccc2S1(=O)=O)NC1CCCCCC1,-9,2,-0.1,-1,9,1658,-9,5,·,-0.2,16
Nc1nc(SCC(=O)NCc2ccc(F)cc2)[nH]c(=O)c1NC(=O)c1ccc(Cl)cc1,-10,-6,-0.1,-1,0,1412,-2,2,-0.042,12*,9
COc1ccc(C2C(C(=O)N3CCOCC3)c3ccccc3C(=O)N2c2ccc(OC)cc2)cc1 (stereo not drawn),3,-3,0.1,8,16,1774,-5,7,-0.32,1.9,0
O=C(NCc1ccccc1)c1cccc(COc2ccccc2Cl)c1,3,-3,-6.1,-2,0,1604,·,5,·,8.6*,48
CCn1c(NC(=O)C(C)C)c2ccccc2nc1=O,3,-2,-0.2,-4,0,1508,-11,8,0.47,-0.1,-1
O=C(Nc1ccc(Cl)c(S(=O)(=O)N2CCOCC2)c1)c1ccc(OCC2CCCO2)cc1 (stereo not drawn),15,-4,0.3,5,4,1609,-9,0,-0.9,2.8,-7
COc1ccccc1/C=N\Nc1cc(C)nc(-n2nc(C)cc2C)n1,99*,-7,0.6,2,-4,1623,-4,2,·,0.0,12
COc1ccc(/C=N/NC(=O)c2cccc(NC(=O)c3ccccc3)c2)c(C(=O)O)c1OC,-6,4,0.0,9,1,1581,4,-2,-0.45,1.2,-9
Cc1ccc(NC(=O)Cn2c3ccc(F)cc3c3nc4n(c(=O)c32)CCS4)cc1F,0,1,-0.2,8,5,1501,5,0,0.27,0.6,-4
CCCn1c(=O)c(C(=O)NCc2ccc(OC)c(OC)c2)c(O)c2ccccc21,-6,-7,1.9,-10,-2,1645,8,8,0.9,17*,-8
Cc1cnc(N2C(=O)c3ccc([N+](=O)[O-])cc3C2=O)s1,-5,2,-0.3,2,-1,1574,2,7,-0.099,-0.6,-6
COc1ccc(C2=NOC(C(=O)Nc3cccnc3Cl)C2)cc1 (stereo not drawn),-5,1,1.4,4,3,1583,6,0,·,5.2,0
COC(=O)c1ccc(CSc2nc3ccccc3c(=O)n2Cc2ccco2)o1,97*,-3,1.0,0,11,1645,18,4,·,9.7*,8
Cc1cc(OCCOCCNC(C)C)cc(C)c1Cl,98*,1,0.5,9,-3,1646,·,-2,0.94,2.5,-10
CCOC(=O)c1cnc(SC2CCc3ccccc3C2=O)nc1N (stereo not drawn),-10,-1,-0.8,5,5,1673,1,6,·,4.7,10
O=C1N(c2ccccc2)C[C@@H]2C[C@@H](c3cccs3)N3CCC[C@@]123,20,-3,-0.1,-3,-2,1364,-15,-7,-0.14,1.7,-17
CCN(CC)c1ccc(NC(=O)COC(=O)c2cccs2)cc1,-4,0,-0.5,1,3,1708,·,6,-1,1.7,6
Cc1ccc(C2C3=C(NCCN=C3c3ccccc3)C(=O)N2c2ccccc2)cc1 (stereo not drawn),17,-2,-0.1,-1,-7,1598,·,-1,-1.6,-1.4,4
O=C(COC(=O)c1ccc(S(=O)(=O)Nc2ccccc2)cc1)NCc1ccco1,5,-1,0.1,8,1,1550,·,1,-1.1,0.9,4
O=C(NCc1ccccc1Cl)c1ccc(Cn2cc(C(F)(F)F)ccc2=O)cc1,-4,-1,1.2,5,-2,1400,·,-4,·,0.2,0
CCOC(=O)c1cc2sc(C)cc2n1CC(=O)Nc1ccc2c(c1)OCCO2,3,-5,1.1,2,-3,1429,·,4,·,2.3,-24
COc1ccc(C2C(C(C)=O)=C(O)C(=O)N2C)c(OC)c1 (stereo not drawn),-4,-2,-3.4,-4,4,1573,-22,16,·,1.4,0
Cc1cc(C(=O)CSc2nc3ccccc3n2C)c(C)n1C,0,3,0.2,4,10,1529,·,5,0.74,-0.2,11
C/C(Cl)=C\COc1cc(C)nc2c(Br)cccc12,10,-1,-0.5,2,0,1795,-11,7,-1,0.9,8
O=C(O)c1ccccc1C(=O)c1ccc(N2CCCC2)c([N+](=O)[O-])c1,-1,2,0.3,6,3,1536,-9,-4,0.044,-1.1,8
O=C(CSc1nc2c(cnn2-c2ccc(F)cc2)c(=O)[nH]1)Nc1nccs1,-9,-5,0.2,-2,-3,1571,16,4,0.17,4.8,17
O=C(/C=C/c1ccc(F)cc1)Nc1cc(S(=O)(=O)N2CCOCC2)ccc1N1CCCC1,6,-5,0.5,1,-8,1618,-2,-6,·,2.6,6
O=C(NC1C=CS(=O)(=O)C1)c1sc2ccccc2c1Cl (stereo not drawn),30,-1,-0.7,16,5,1634,10,6,·,0.8,8
O=c1[nH][nH]cc1C=Nc1ccccc1Cl,-4,-3,-2.3,-3,-2,1653,13,4,-0.27,1.3,-10
COC(=O)N/N=C/c1ccc([N+](=O)[O-])o1,99*,-3,0.3,12,3,1676,·,6,0.016,0.1,20
CCOC(=O)c1sc2nc3c(cc2c1N)COC(C)(CC)C3 (stereo not drawn),35,0,2.4,4,4,1467,·,-1,·,2.6,0
COCCn1c(C)cc(C(=O)CSc2nc3ccccc3c(=O)n2Cc2ccco2)c1C,78*,4,·,-1,0,1635,-16,-2,-0.16,1.2,8
CN1CCN(C(=O)c2ccc(COc3ccc(C(C)(C)C)cc3)o2)CC1,13,-2,3.0,3,-16,1448,·,1,·,-0.3,0
CNC(=O)COC(=O)/C=C/c1c(C)nn(-c2ccccc2)c1C,-2,1,0.3,-5,-2,1520,-14,1,0.7,0.7,0
Cc1ccn(C(=O)c2cc3cc(Cl)ccc3oc2=O)n1,-6,-5,0.2,2,0,1443,·,2,0.35,-0.3,14
CCOc1ccc(OCCOc2cccc(C(F)(F)F)c2)cc1,-2,-11,-2.0,4,3,1529,·,-4,·,6.4,7
CCC(=O)Oc1ccc(-c2cnc3ccccc3n2)cc1,4,-1,-4.0,3,-6,1540,·,-1,·,1.8,13
CC(=O)c1cn(CC(=O)Nc2c(C)cccc2C)c2ccccc12,2,1,1.0,3,-9,1523,·,-1,·,1.5,-3
Cn1c(C2CC(=O)N(Cc3ccccc3)C2)nc2ccccc21 (stereo not drawn),-5,-11,-3.5,-5,4,1499,·,-5,·,1.4,13
CCCCCSc1nc(N2CCOCC2)c2c(c1C#N)CC(C)(C)OC2,-2,0,-0.4,-1,2,1622,·,-1,-0.63,3.6,12
COc1cc(OC)cc(C(=O)N2CCN(Cc3ccccc3C(F)(F)F)CC2)c1,11,-1,0.0,0,-10,1630,27,8,-1.5,0.5,4
CC(C)(C)NC(=O)COc1ccccc1C#N,-6,2,-1.0,8,1,1791,-5,20,0.88,1.6,-6
CN(C)/C=N/c1cc(=O)[nH]c(=O)n1CC1CC1,1,-6,0.2,4,1,1524,4,2,0.36,1.5,20
COc1ccc(CCN(C(=O)c2cccc(F)c2)C2CC(=O)N(c3ccc(OC)cc3)C2=O)cc1 (stereo not drawn),72*,-4,-2.8,4,2,1668,·,8,·,0.2,-12
Cc1ccc(-n2nnc3c(=O)n(CC(=O)N4CCC(C)CC4)cnc32)cc1,-2,2,0.1,6,7,1677,-17,0,·,-0.7,8
CCCC(C)c1nnc(NC(=O)C(=O)OCC)s1 (stereo not drawn),-8,0,-0.4,2,-1,1521,5,-13,0.24,1.3,-12
O=C(Nc1ccccc1-c1ccccc1)c1cccc(C(F)(F)F)c1,4,3,0.2,8,-3,1310,-9,1,0.9,1.5,20
C=C(C)CNC(=S)N/N=C(\C)c1ccc(-n2ccnc2)cc1,21,-2,0.3,11,8,1557,·,5,0.81,1.7,0
CCS(=O)(=O)n1nc(-c2ccccc2)nc1SC,0,-3,1.2,-5,11,1498,·,-2,·,1.7,17
O=C(CSc1n[nH]c(=O)[nH]c1=O)c1cccc([N+](=O)[O-])c1,-4,7,-1.7,4,-3,1568,-1,-1,0.0075,0.8,-3
Cc1ccc(S(=O)(=O)N2CCN(CC(=O)Nc3ccc([N+](=O)[O-])cc3)CC2)cc1C,-10,-1,0.0,-2,-1,1651,-7,6,0.6,4.3,5
Cc1ccc(S(=O)(=O)N(CC(=O)NCCSC2CCCCC2)c2ccccc2F)cc1,-5,0,0.6,-1,13,1642,·,5,-0.063,5.4,1
CCCCc1n[nH]c(=S)n1Cc1ccccc1,-8,-3,-1.0,7,-1,1779,9,2,-1.3,-0.3,38
